High-throughput results as filed in PubChem BioAssay.
PKA-R2B activ: activators of human PKA-R2B complex | P22694+P31323 | PKA-R2B holoenzyme dissociation, Cy5-IP20 fluorescence polarization; R2B truncated from residue 108, S112A mutant; 0% DMSO only, 100% 113 µM cGMP | activation, % at 11.4 µM | 340,000 compounds, 0.079% hits | AID 504700;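 active = activation above a cutoff set at the mean over all compounds plus 3 SD, cut at about 18% in these data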;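 note: higher means more holoenzyme dissociation and a rise in polarization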
Target sequence (P31323 whole entry, looked up, other chains not shown, the tested form may be a part): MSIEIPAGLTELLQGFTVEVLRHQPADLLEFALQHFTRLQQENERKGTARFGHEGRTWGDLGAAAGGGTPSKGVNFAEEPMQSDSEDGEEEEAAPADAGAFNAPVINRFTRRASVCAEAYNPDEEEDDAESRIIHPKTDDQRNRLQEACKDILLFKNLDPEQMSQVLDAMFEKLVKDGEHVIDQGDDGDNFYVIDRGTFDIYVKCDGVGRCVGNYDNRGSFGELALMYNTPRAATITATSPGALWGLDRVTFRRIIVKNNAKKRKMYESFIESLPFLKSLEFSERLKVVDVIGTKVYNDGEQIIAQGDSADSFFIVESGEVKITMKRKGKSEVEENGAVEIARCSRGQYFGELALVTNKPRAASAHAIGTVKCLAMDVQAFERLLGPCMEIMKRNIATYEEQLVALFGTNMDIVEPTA
HTR5A inv ctr: HTR5A inverse agonism, opioid heterodimer counter-screen | P47898 | HTR5A cell line, luminescence | inhibition, % at 9.3 µM | 340,000 compounds, 0.083% hits | AID 504634; in the data active = inhibition mostly above about 23%, no sharp cut-off; inactive = mostly below about 18%;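 note: 0% = cells with DMSO and 100% = no-cell wells with DMSO; some compounds called inactive have numbers as strong as hits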
Target sequence (P47898 whole entry, looked up): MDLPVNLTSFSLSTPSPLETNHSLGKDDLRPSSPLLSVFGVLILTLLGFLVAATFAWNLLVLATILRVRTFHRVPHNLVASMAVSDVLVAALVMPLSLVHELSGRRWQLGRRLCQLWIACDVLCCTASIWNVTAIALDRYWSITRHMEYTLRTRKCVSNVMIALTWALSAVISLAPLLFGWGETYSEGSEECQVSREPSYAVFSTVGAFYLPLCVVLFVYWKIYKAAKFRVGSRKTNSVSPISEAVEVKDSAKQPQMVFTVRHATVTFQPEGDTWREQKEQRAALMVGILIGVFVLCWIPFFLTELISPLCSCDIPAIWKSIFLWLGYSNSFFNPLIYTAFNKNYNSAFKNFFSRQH
phage Ecoli inh: E. coli growth loss with phage present; growth absorbance; inhibition, % at 11.9 µM; 360,000 compounds, 0.26% hits; in the data active = inhibition above about 11%
HTR5A ag ctr: HTR5A agonism, opioid heterodimer counter-screen. HTR5A agonist assay, luminescence, cell-based. AID 504692. P47898. 340,000 compounds, 0.61% hits. activation, % at 9.3 µM; in the data active = activation mostly above about 9.5%, no sharp cut-off; inactive = mostly below about 7.6%;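 note: 0% = cells with vehicle only and 100% = reference agonist; strong numbers were not always called active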
SUMO Mot1 rescue: inhibitors of SUMOylation pathway: yeast Mot1-301 growth rescue; S. cerevisiae Mot1-301 growth rescue, ATP luminescence, 38.5C; percent above DMSO median, 100 means doubled; growth rescue, % at 18.8 µM; 320,000 compounds, 1% hits;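 active = every valid replicate shows activation above 250% relative to neutral control wells; inactive = the rest, any valid replicate at or below 250%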;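 note: OY570 slx delta 5 strain wells were the positive control but not used for scaling; some compounds called inactive have numbers as strong as hits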
PKA-R1A act: activators of PKA-R1A complex; activation, % at 11.4 µM; 340,000 compounds, 0.083% hits; PKA-R1A dissociation, Cy5-IP20 fluorescence polarization; scaled: DMSO 0%, 113 µM cGMP 100%; AID 504707; P00514+P68181;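 active = percent activation above the mean of all tested compounds plus 3 SD, cut at about 19% in these data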;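 note: higher means more PKAc released from R1A so a rise in polarization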
AddAB inh: less growth of phage-infected E. coli with AddAB; E. coli expressing H. pylori AddAB, absorbance growth; inhibition, % at 11.9 µM; 330,000 compounds, 0.29% hits; in the data active = inhibition above about 12%;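 note: 0% = vehicle wells of infected cells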
DAGLB inh: diacylglycerol lipase beta (human) inhibition | Q8NCG7 | HEK293T DAGLB membrane lysate, EnzChek fluorogenic substrate | inhibition, % at 5.17 µM | 340,000 compounds, 0.059% hits; in the data active = inhibition above about 34%;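 note: 0% = enzyme with vehicle and 100% = wells lacking enzyme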
E coli growth: reduces bacterial viability in AddAB counter-screen | inhibition, % at 11.9 µM | 330,000 compounds, 0.27% hits | E. coli V3065 growth, OD600 absorbance, 18 h;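 active = inhibition above the campaign's mean inhibition across all tested compounds plus 3 SD, cut at about 9.9% in these data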;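 note: uninfected addAB+ strain grown without phage in ampicillin broth; 0% = DMSO wells and 100% = ciprofloxacin 0.95 µg/ml wells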
Tat transport: inhibitors of E. coli Tat protein transport; E. coli MC4100 TorA-mCherry Tat export, fluorescence; inhibition, % at 10 µM; 340,000 compounds, 0.036% hits; AID 488895;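 active = mean replicate inhibition at least 50% and at least half of replicates individually reaching 50%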;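 note: exported cargo escapes ClpAP degradation while cytoplasmic cargo is degraded and loses fluorescence; 0% = median of neutral control wells and 100% = median of NaSCN control wells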
CDK5 inh: inhibitors of human CDK5/p35 kinase | Q00535+Q15078 | Recombinant CDK5/p35, ADP-Glo luminescence, 60 min | inhibition, % at 10 µM | 330,000 compounds, 0.01% hits | AID 488839;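 active = highest replicate inhibition of at least 50% and at least 75% of replicates reaching 50%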;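 note: plate controls were DMSO neutral control for no effect and GW8510 at 10 µM for full effect; many of its hits are not listed in these tables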
* marks the source's active call; other numbers are inactive results; . = no result given.

SMILES	PKA-R2B activ	HTR5A inv ctr	phage Ecoli inh	HTR5A ag ctr	SUMO Mot1 rescue	PKA-R1A act	AddAB inh	DAGLB inh	E coli growth	Tat transport	CDK5 inh
Cc1cc(C)nc(NC(=NCCc2c[nH]c3ccccc23)NC(=O)Nc2ccc(Cl)cc2)n1	-4	-22	1.6	6	-1	-4	3.7	-1	0.6	6	-1.6
CC(=O)Nc1ccc(SCC(=O)c2cc(C)n(-c3ccccc3F)c2C)cc1	-2	0	2.0	3	36	7	1.0	-2	1.6	-2	-1.4
COc1cc2c(cc1OC)[C@@H](NC(=O)COc1ccccc1)[C@H](OCc1ccccc1)C2	3	10	1.9	-3	.	0	0.6	-4	1.1	-10	-1.6
CCN1C(=O)c2cccc3c(S(=O)(=O)Nc4ccccc4O)ccc1c23	-12	-12	-1.1	4	47	-6	1.7	3	-1.1	8	-0.4
CC1CCCCC1NC(=O)COC(=O)c1ccc(N(C)C)cc1 (stereo unspecified)	-4	6	0.6	1	8	-6	0.3	-3	0.3	0	0.9
COc1cc(OC)c(C(=O)Nc2ccncc2)cc1OC	14	-10	3.2	3	15	-8	0.0	-1	1.7	-2	-0.6
Cc1cc(N2CCCC2)nc2ccc(NC(=S)NCCCN3CCC(C)CC3)cc12	7	29	5.4	-1	-10	7	-1.8	3	-2.5	1	-0.5
COc1ccc(CNC(=O)[C@@H](NC(=O)C2CCN(S(=O)(=O)c3ccccc3)CC2)C(C)C)cc1	5	8	3.5	-3	-5	7	3.6	-1	-1.0	-6	-0.5
CN(CC(=O)Nc1cccc(F)c1)C(=O)COc1cccc2c1OC(C)(C)C2	4	-6	2.8	-3	-13	11	5.6	-1	0.1	-3	0.5
CN(C)c1cccc(F)c1C(=O)NC(=O)Nc1ccc(Cl)cc1	-2	0	2.2	0	.	3	.	2	.	3	-2.1
CCOC(=O)C1CN(S(=O)(=O)c2ccc(C)cc2)CCN1S(=O)(=O)c1ccc(C)cc1 (stereo unspecified)	3	-5	2.4	2	-3	-3	1.4	-4	1.1	4	2.1
CCN(CC(=O)NCc1cccs1)C(=O)c1cc(S(=O)(=O)N2CCOCC2)ccc1C	-4	-25	3.4	1	0	-3	0.3	0	0.6	-3	-3.1
Nc1ccnn1Cc1ccc(Br)s1	-8	-21	4.9	3	7	-4	3.1	-3	0.6	-1	-2.6
O=C1COc2ccccc2N1Cc1ccccc1Cl	-12	-7	-0.5	3	8	9	-0.6	-2	-0.3	3	-0.9
COc1ccc(OC)c(S(=O)(=O)N(C)CC(=O)N2CCOCC2)c1	-5	22	2.5	11*	-22	-2	1.1	-3	1.1	-2	0.3
COc1ccc(NS(=O)(=O)c2ccc3oc(=O)c4[nH]c(=O)c(=O)n(C)c4c3c2)cc1	0	1	3.3	0	-9	-10	4.4	3	-1.9	2	0.9
CCCOc1ccc(N2CC(C(=O)Nc3ccccn3)CC2=O)cc1 (stereo unspecified)	-10	7	3.1	2	-11	1	2.5	0	-1.3	-2	-0.6
COc1cc(S(=O)(=O)Nc2ccc(C)cc2)ccc1NC(=O)c1ccncc1	-5	8	2.0	-2	-8	6	0.9	-1	-0.1	-9	0.6
COc1ccc(C(=O)CCN2CCN(c3ccccc3F)CC2)cc1	-1	-40	0.1	-2	616*	-7	1.7	-1	0.4	-5	-0.3
CC(NC(=O)c1ccccc1NC(=O)CN1CCc2ccccc2C1)c1ccccc1 (stereo unspecified)	-1	-15	0.2	6	-22	0	4.7	-4	0.4	1	0.9

2 of the compounds above, field by field.
CCOC(=O)C1CN(S(=O)(=O)c2ccc(C)cc2)CCN1S(=O)(=O)c1ccc(C)cc1 (stereo unspecified)
  PKA-R2B activ = 3 | HTR5A inv ctr = -5 | phage Ecoli inh = 2.4 | HTR5A ag ctr = 2 | SUMO Mot1 rescue = -3 | PKA-R1A act = -3 | AddAB inh = 1.4 | DAGLB inh = -4 | E coli growth = 1.1 | Tat transport = 4 | CDK5 inh = 2.1
Nc1ccnn1Cc1ccc(Br)s1
  PKA-R2B activ = -8 | HTR5A inv ctr = -21 | phage Ecoli inh = 4.9 | HTR5A ag ctr = 3 | SUMO Mot1 rescue = 7 | PKA-R1A act = -4 | AddAB inh = 3.1 | DAGLB inh = -3 | E coli growth = 0.6 | Tat transport = -1 | CDK5 inh = -2.6

Remaining list, next part
SMILES	PKA-R2B activ	HTR5A inv ctr	phage Ecoli inh	HTR5A ag ctr	SUMO Mot1 rescue	PKA-R1A act	AddAB inh	DAGLB inh	E coli growth	Tat transport	CDK5 inh
CCCc1nc2ccccc2c(=O)n1CCc1ccccc1	-3	0	2.2	0	18	-7	4.3	-11	0.0	1	-2.9
OCCOCCn1c(C(CO)Nc2nc(-c3ccccc3Br)cs2)nc2ccccc21 (stereo unspecified)	-2	2	2.8	-1	-3	-6	-1.3	3	-0.7	6	-0.8
CCOC(=O)c1nnc(-c2ccccc2)nc1Sc1c(Cl)cccc1Cl	-5	10	1.8	-5	-16	0	3.2	-8	-1.9	-8	-1.1
N#C/C(=C\Nc1ccc2cn[nH]c2c1)c1nc(-c2ccccc2)cs1	-17	-17	1.3	7	.	-20	.	0	.	-5	0.3
O=CN1CCN(C(=O)c2ccccc2Cl)CC1	8	-19	3.0	0	-5	1	3.8	0	0.2	-3	-1.2
O=C(NCc1cc(C(F)(F)F)cc(C(F)(F)F)c1)C1CC(c2cccc([N+](=O)[O-])c2)=NO1 (stereo unspecified)	-18	-4	2.7	2	17	5	3.5	2	2.2	-1	-1.1
C=C1C(O)C[C@H]2C(=C)CCC3[C@H](OC(=O)[C@]3(O)CO)[C@@H]12 (stereo partly specified)	-12	-6	3.5	2	4	-7	3.4	-3	0.3	-3	0.1
Cc1ccc(CNC(=O)CN(Cc2cccs2)C(=O)C2(C)CC(=O)N=C3C=CC=CN32)cc1 (stereo unspecified)	0	16	4.1	-2	210	-10	0.3	-1	-0.2	-8	-0.5
Cc1nc(SCc2ccc(Cl)c(Cl)c2)n[nH]1	2	-18	3.2	5	18	-2	.	-3	.	-17	-0.7
COC(=O)COc1ccc(=O)n(-c2ccccc2)n1	-5	-20	2.2	2	-6	-6	2.2	0	-2.7	-1	-1.1
COc1ccc(O)c(C(=O)c2cnn(S(=O)(=O)c3ccc(C)cc3)c2)c1	-9	-6	1.8	-3	-3	-5	0.3	-6	1.8	1	0.1
Clc1cccc(Nc2nc(-c3ccncc3)nc3ccccc23)c1	-4	14	2.1	-4	-21	-11	4.5	-1	0.7	10	1.7
C=CCNc1nc(Nc2ccccc2F)nc(OCC)n1	-4	-3	2.4	1	1	0	0.8	-4	1.4	5	0.7
COc1cc(CNc2ccc(S(N)(=O)=O)cc2)ccc1OCc1ccccc1F	-4	-6	1.4	2	.	2	.	2	.	-1	-1.0
CCOC(=O)C1CCCc2c1[nH]c1c(C(=O)O)cccc21 (stereo unspecified)	0	1	1.0	0	-4	2	0.4	2	0.7	-3	0.6
COc1ccc(NC(=O)CCC(=O)c2cc(C)sc2C)cc1	0	-1	2.4	0	.	-1	.	-6	.	-4	1.4
Cn1nnnc1SCCNCc1cccc2ccccc12	5	16	2.3	6	-23	-2	-0.6	-3	2.2	-7	0.7
COc1ccc(-c2noc3c2-c2nc(-c4c(F)cccc4F)sc2CC3)cc1	2	9	1.3	0	50	-8	4.4	-1	1.1	14	-0.2
O=C(NCCCCc1ccccc1)Nc1ccc(F)cc1	0	3	1.4	-1	17	-5	1.8	-12	1.3	5	-0.7
CC(C)CCN1CCN(C2CCN(c3ccc4c(c3)OCO4)CC2)CC1CCO (stereo unspecified)	10	11	4.0	-4	9	5	6.2	2	2.7	-5	-2.2

4 of the compounds above, in CSV form:
canonical_smiles,PKA-R2B activ,HTR5A inv ctr,phage Ecoli inh,HTR5A ag ctr,SUMO Mot1 rescue,PKA-R1A act,AddAB inh,DAGLB inh,E coli growth,Tat transport,CDK5 inh
COc1ccc(O)c(C(=O)c2cnn(S(=O)(=O)c3ccc(C)cc3)c2)c1,-9,-6,1.8,-3,-3,-5,0.3,-6,1.8,1,0.1
Clc1cccc(Nc2nc(-c3ccncc3)nc3ccccc23)c1,-4,14,2.1,-4,-21,-11,4.5,-1,0.7,10,1.7
C=CCNc1nc(Nc2ccccc2F)nc(OCC)n1,-4,-3,2.4,1,1,0,0.8,-4,1.4,5,0.7
COc1cc(CNc2ccc(S(N)(=O)=O)cc2)ccc1OCc1ccccc1F,-4,-6,1.4,2,.,2,.,2,.,-1,-1.0

More structures.
SMILES	PKA-R2B activ	HTR5A inv ctr	phage Ecoli inh	HTR5A ag ctr	SUMO Mot1 rescue	PKA-R1A act	AddAB inh	DAGLB inh	E coli growth	Tat transport	CDK5 inh
Cc1ccc(-c2n[nH]c(=S)n2/N=C/c2cccs2)cc1	-17	8	3.6	-2	-14	-14	4.4	-1	1.6	-13	1.9
O=C(NC(=S)N1CCN(c2ccc(F)cc2)CC1)C12CC3CC(CC(C3)C1)C2	7	-21	4.4	6	2	5	-0.8	-3	-2.1	-5	-0.6
O=C(Nc1ccc(F)cc1)c1cccnc1N1CCCCC1	6	-12	4.4	3	-7	1	1.8	-1	-1.3	-2	-1.0
CC1CCN(C(=O)Cn2cc([N+](=O)[O-])ccc2=O)c2ccccc2S1 (stereo unspecified)	-9	-10	0.7	3	-4	-3	-1.3	0	-0.7	4	-1.0
Cn1c(=O)cc(SCC(=O)NCCC2=CCCCC2)c2ccc(Cl)cc21	-2	-12	1.1	4	0	-15	0.0	0	-0.9	11	1.1
Cc1ccccc1Cn1cnc2c([N+](=O)[O-])c(C)c(C)cc21	2	-5	3.9	2	3	8	-1.5	-1	-1.9	8	-0.1
Cc1cc(C(=O)CN2C(=O)c3ccccc3S2(=O)=O)c(C)n1C(C)C	-3	-24	3.9	-2	0	-10	1.3	-2	-3.3	2	0.5
Cc1cc(NC(=O)CN(C)CC(=O)Nc2ccc(Cl)c(C(F)(F)F)c2)no1	-16	-7	2.6	3	13	-18	0.3	-2	-2.1	-1	-1.3
